Arrestin-AP2 inh – inhibitors of beta-arrestin/AP2 binding, primary screen, biochemical, GPCR trafficking, flow cytometry. inhibition, % at 10 µM. beta-arrestin 1 C-terminal peptide binding to AP2 beta2-adaptin appendage (human). FITC-arrestin peptide / GST-AP2 beads; AP2 beta2 appendage carries R879A mutation. 340,000 compounds, 0.31% hits. AID 504490, 2011;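 active means inhibition above a set limit, near 3 SD of compounds lacking own fluorescence, cut at about 54% in these data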;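 further: plate controls were DMSO wells for no effect and 5 µM unlabelled arrestin peptide for full effect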
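test system = AP2 appendage R879A on GSH beads | buffer or medium = PBS plus Tween 20 (0.05%) and BSA (0.1%) | incubation = 12 min plus 1 h, RT | detection = bead flow cytometry, FITC channel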
PvdQ acylase – P. aeruginosa PvdQ acylase inhibitors, primary screen, biochemical, fluorescence, plate reader and imaging, single point | purified PvdQ acylase | inhibition, % at 10 µM | 340,000 compounds, 0.063% hits; in the data active means inhibition above about 30%, passing the limit was not always enough;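 further: 0% = vehicle neutral wells and 100% = reference inhibitor wells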
SR-BI DiI inh – inhibitors of SR-BI mediated HDL lipid uptake, primary screen, ldlA[mSR-BI] cells, fluorescence, single point | inhibition, % at 12.5 µM | ldlA[mSR-BI] CHO cells, DiI-HDL uptake fluorescence, 3 h | 320,000 compounds, 0.96% hits | AID 488896, 2010 | Scavenger receptor class B member 1 (Mus musculus), Q61009;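 active means mean replicate inhibition of at least 70% and a set share of replicates each scoring 70 or more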;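 further: 0% = median of neutral control wells and 100% = median of positive control wells; values of inactives mirror those of a sister screen read the other way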
Target sequence (Q61009 whole entry, looked up): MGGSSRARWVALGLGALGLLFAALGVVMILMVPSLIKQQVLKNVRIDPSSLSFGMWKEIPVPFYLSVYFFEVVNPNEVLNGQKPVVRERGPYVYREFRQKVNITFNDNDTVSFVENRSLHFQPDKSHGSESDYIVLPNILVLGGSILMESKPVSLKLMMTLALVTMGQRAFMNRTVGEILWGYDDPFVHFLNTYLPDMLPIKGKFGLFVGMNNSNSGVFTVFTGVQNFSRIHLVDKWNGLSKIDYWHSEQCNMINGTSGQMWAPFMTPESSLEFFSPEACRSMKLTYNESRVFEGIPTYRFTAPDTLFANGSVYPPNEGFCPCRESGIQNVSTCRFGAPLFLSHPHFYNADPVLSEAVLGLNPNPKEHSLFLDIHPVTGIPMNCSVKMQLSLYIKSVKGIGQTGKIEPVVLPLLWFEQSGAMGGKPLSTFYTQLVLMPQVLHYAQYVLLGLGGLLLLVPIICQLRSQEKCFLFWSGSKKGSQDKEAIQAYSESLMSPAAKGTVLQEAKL
LANA DNA inh – inhibitors of KSHV C-LANA binding to DNA, primary screen, biochemical, fluorescence polarization, FAM-LBS DNA, MBP-C-LANA, single point | Kaposi's sarcoma herpesvirus LANA C-terminal domain (residues 932-1162) DNA binding | inhibition, % at 9 µM | 340,000 compounds, 0.078% hits | AID 504423, 2011;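 active means highest replicate inhibition at or above 60% at 9 µM, even if other replicates fall short; inactive means all replicates below 60% inhibition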;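 further: 0% = neutral control wells and 100% = 4 µM acridine orange control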
PKA-R2B activ – activators of PKA-R2B holoenzyme, primary screen, biochemical, fluorescence polarization, Cy5-IP20, human | cAMP-dependent protein kinase catalytic subunit beta (Homo sapiens) + cAMP-dependent … | PKA-R2B holoenzyme dissociation; R2B truncated from residue 108, S112A mutant; 0% DMSO only, 100% 113 µM cGMP | activation, % at 11.4 µM | 340,000 compounds, 0.079% hits | AID 504700, 2011;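 active means activation above a cutoff set at the mean over all compounds plus 3 SD, cut at about 18% in these data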;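 further: higher means more holoenzyme dissociation and a rise in polarization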
Target sequence (P31323 whole entry, looked up, other chains not shown, the tested form may be a part): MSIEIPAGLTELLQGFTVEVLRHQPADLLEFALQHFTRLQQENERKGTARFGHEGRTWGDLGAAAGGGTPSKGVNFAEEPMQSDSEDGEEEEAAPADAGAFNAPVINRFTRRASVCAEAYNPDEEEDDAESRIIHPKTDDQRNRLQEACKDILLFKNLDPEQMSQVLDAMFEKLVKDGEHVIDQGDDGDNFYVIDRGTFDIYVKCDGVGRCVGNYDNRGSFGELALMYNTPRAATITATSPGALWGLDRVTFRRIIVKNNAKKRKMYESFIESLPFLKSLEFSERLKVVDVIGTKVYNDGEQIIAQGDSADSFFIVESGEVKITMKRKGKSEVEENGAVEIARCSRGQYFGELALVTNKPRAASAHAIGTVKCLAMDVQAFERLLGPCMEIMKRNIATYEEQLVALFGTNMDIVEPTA
Cardiac RTF inh – cardiac RTF calcium sensitivity inhibitors, primary screen, biochemical, IANBD-TnC fluorescence, EC70 calcium; Troponin I, cardiac muscle (Homo sapiens) + Troponin T, cardiac muscle (Homo sapiens) + …; IANBD-labeled cardiac RTF, Ca2+ fluorescence; inhibition, % at 7.15 µM; 340,000 compounds, 0.12% hits; AID 493244, 2011;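 active means inhibition above the mean inhibition of all tested compounds plus 3 SD, cut at about 17% in these data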;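 further: assay run at fixed EC70 calcium of 1.6 mM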
DAGLB inhibitor – DAGLB lipase inhibitors, primary screen, biochemical, fluorescence, HTS. Diacylglycerol lipase-beta (Homo sapiens), Q8NCG7. 340,000 compounds, 0.059% hits. inhibition, % at 5.17 µM. AID 504411, 2011. HEK293T DAGLB membrane lysate, EnzChek fluorogenic substrate; in the data active means inhibition above about 34%;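 further: 0% = enzyme with vehicle and 100% = wells lacking enzyme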
NSD2 HMT inh – NSD2 histone methyltransferase inhibitors, primary screen, biochemical, AlphaScreen, single concentration, set 2; Histone-lysine N-methyltransferase NSD2 (Homo sapiens), O96028; NSD2 peptide methylation, 120 min; inhibition, % at 12.5 µM; 310,000 compounds, 0.54% hits; in the data active means inhibition above about 50%
SR-BI uptake up – activators of SR-BI mediated DiI-HDL uptake, primary screen, ldlA[mSR-BI] CHO cells, DiI fluorescence. 320,000 compounds, 0.096% hits. 3 h; 100 = double the neutral-control signal. activation, % at 12.5 µM;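 active means mean replicate activation of at least 60% and every replicate at or above 60%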;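 further: 0% = median plate neutral-control signal and 100% = twice that signal; values of inactives mirror those of a sister screen read the other way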
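Test system: SR-BI-overexpressing, LDLR-lacking CHO cells; Also added: labelled HDL, 10 µg/mL; Measured by: bottom-read cell fluorescence after medium removal, ex 550/em 595 nm; Timing: 3 h uptake period with compound, 37 °C; Buffer or medium: F12, 0.5% BSA, 25 mM HEPES; Doses: single compound concentration, delivered by pin transfer.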
Keap1 Nrf2 FP – Keap1-Nrf2 protein-protein interaction inhibitors, primary screen, biochemical, fluorescence polarization, single point | Kelch-like ECH-associated protein 1 (Homo sapiens), Q14145 | Keap1 Kelch-Nrf2 peptide fluorescence polarization, 1536-well | inhibition, % at 9.4 µM | 340,000 compounds, 0.15% hits; in the data active means inhibition above about 12%;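 further: human Keap1 Kelch domain with fluorescein labeled Nrf2 9mer peptide probe; 0% = neutral control wells and 100% = peptide positive control; higher means more block of Keap1 binding to Nrf2 peptide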
Starred values were filed as active, the others as inactive.

`CC(C)Oc1ccc(CCC(=O)NNC(=O)CCC(=O)O)cc1` gave Arrestin-AP2 inh 2, PvdQ acylase -8, LANA DNA inh 1.1, PKA-R2B activ -4, Cardiac RTF inh 1, DAGLB inhibitor 2, NSD2 HMT inh 2 and Keap1 Nrf2 FP 1.
Cc1ccsc1CN1CCC(C(=O)NCc2ccccc2Cl)CC1 was read as Arrestin-AP2 inh -17, PvdQ acylase -13, SR-BI DiI inh -23, LANA DNA inh -0.4, PKA-R2B activ -4, Cardiac RTF inh -11, DAGLB inhibitor 2, NSD2 HMT inh -2, SR-BI uptake up 23 and Keap1 Nrf2 FP 1.
CCOC(=O)c1cc(CC)sc1NC(=O)c1ccc(N2CCOCC2)c([N+](=O)[O-])c1 was read as Arrestin-AP2 inh -1, PvdQ acylase -14, SR-BI DiI inh 56, LANA DNA inh 3.4, PKA-R2B activ -1, Cardiac RTF inh -6, DAGLB inhibitor 0, NSD2 HMT inh -3, SR-BI uptake up -56 and Keap1 Nrf2 FP -3.
O=C(Cn1cc([N+](=O)[O-])cn1)N1CCc2ccccc2C1 was read as Arrestin-AP2 inh 26, PvdQ acylase 4, LANA DNA inh 0.1, PKA-R2B activ 0, Cardiac RTF inh -7, DAGLB inhibitor 1, NSD2 HMT inh -3 and Keap1 Nrf2 FP -3.
For CC(C(=O)NC1CCS(=O)(=O)C1)N1C(=O)/C(=C/c2ccc(Cl)cc2)SC1=S (centres undefined) the results were Arrestin-AP2 inh 1, PvdQ acylase 1, SR-BI DiI inh 7, LANA DNA inh 0.5, PKA-R2B activ -6, Cardiac RTF inh -3, DAGLB inhibitor 5, NSD2 HMT inh 8, SR-BI uptake up -7 and Keap1 Nrf2 FP 3.
For Cc1cc(-c2nn(-c3ccccc3F)cc2CN2CCCC(O)C2)c(C)s1 (centres undefined) the results were Arrestin-AP2 inh -5, PvdQ acylase 13, SR-BI DiI inh -4, LANA DNA inh -2.9, PKA-R2B activ -3, Cardiac RTF inh -8, DAGLB inhibitor 2, NSD2 HMT inh 0, SR-BI uptake up 4 and Keap1 Nrf2 FP -3.
For CCOc1ccc(Oc2ccc(Cl)cc2NC(=O)C2=COCCO2)cc1 the results were Arrestin-AP2 inh 1, PvdQ acylase 8, SR-BI DiI inh 24, LANA DNA inh -0.3, PKA-R2B activ -11, Cardiac RTF inh -29, DAGLB inhibitor -12, NSD2 HMT inh 1, SR-BI uptake up -24 and Keap1 Nrf2 FP -6.
COc1ccc(/C=N/NC(=O)c2ccncc2)cc1CSc1nc2ccccc2s1 was read as Arrestin-AP2 inh -1, PvdQ acylase -2, SR-BI DiI inh -4, LANA DNA inh 0.6, PKA-R2B activ 6, Cardiac RTF inh -5, DAGLB inhibitor 1, NSD2 HMT inh -2, SR-BI uptake up 4 and Keap1 Nrf2 FP -6.
Screening O=C(NCc1ccco1)/C(=C/c1ccco1)NC(=O)c1ccccc1 returned Arrestin-AP2 inh -1, PvdQ acylase -11, LANA DNA inh -0.4, PKA-R2B activ -3, Cardiac RTF inh -11, DAGLB inhibitor -1, NSD2 HMT inh 2 and Keap1 Nrf2 FP -3.
COc1ccc(CCNC(=O)CN(c2ccccc2OC)S(C)(=O)=O)cc1OC was read as Arrestin-AP2 inh 5, PvdQ acylase -13, SR-BI DiI inh 3, LANA DNA inh 1.1, PKA-R2B activ -5, Cardiac RTF inh -13, DAGLB inhibitor 1, NSD2 HMT inh 3, SR-BI uptake up -3 and Keap1 Nrf2 FP -2.
`CCOc1ccc(OCC)c(S(=O)(=O)n2cnc(C)c2)c1` gave Arrestin-AP2 inh 3, PvdQ acylase -2, SR-BI DiI inh 3, LANA DNA inh -0.8, PKA-R2B activ -1, Cardiac RTF inh 3, DAGLB inhibitor -2, NSD2 HMT inh -5, SR-BI uptake up -3 and Keap1 Nrf2 FP 2.
For Cc1c(C(=O)N2CCN(c3ccccn3)CC2)oc2ccccc12 the results were Arrestin-AP2 inh 1, PvdQ acylase -5, SR-BI DiI inh 10, LANA DNA inh 1.3, PKA-R2B activ -4, Cardiac RTF inh -3, DAGLB inhibitor -8, NSD2 HMT inh 0, SR-BI uptake up -10 and Keap1 Nrf2 FP -5.
For CCN(Cc1ccccc1)C(=O)Cn1c(=O)n(CCC(=O)N2CCCCC2)c(=O)c2sccc21 the results were Arrestin-AP2 inh -5, PvdQ acylase -14, SR-BI DiI inh -18, LANA DNA inh 0.4, PKA-R2B activ 0, Cardiac RTF inh -6, DAGLB inhibitor 0, NSD2 HMT inh -5, SR-BI uptake up 18 and Keap1 Nrf2 FP -4.
COc1ccc(C2C(C(N)=O)=C(C)Nc3nc(-c4ccccc4)nn32)cc1OC (centres undefined) was read as Arrestin-AP2 inh 7, PvdQ acylase -11, SR-BI DiI inh 2, LANA DNA inh 0.5, PKA-R2B activ -2, Cardiac RTF inh -6, DAGLB inhibitor -3, SR-BI uptake up -2 and Keap1 Nrf2 FP 1.
`O=C(CN1C(=O)C2C3CC(C(Br)C3Br)C2C1=O)N1CCN(Cc2ccccc2)CC1` (centres undefined) gave Arrestin-AP2 inh 9, PvdQ acylase -9, SR-BI DiI inh 13, LANA DNA inh -6.5, PKA-R2B activ 3, Cardiac RTF inh -3, DAGLB inhibitor 0, NSD2 HMT inh -1, SR-BI uptake up -13 and Keap1 Nrf2 FP -2.
`CC(=O)Nc1ccc(S(=O)(=O)NCC2CCCO2)cc1` (centres undefined) gave Arrestin-AP2 inh -13, PvdQ acylase -16, SR-BI DiI inh -2, LANA DNA inh 0.0, PKA-R2B activ -1, Cardiac RTF inh 0, DAGLB inhibitor 0, NSD2 HMT inh -3, SR-BI uptake up 2 and Keap1 Nrf2 FP 5.
For NC(=O)CSc1nccn1Cc1ccccc1 the results were Arrestin-AP2 inh 2, PvdQ acylase -15, LANA DNA inh -0.8, PKA-R2B activ 5, Cardiac RTF inh -5, DAGLB inhibitor -3, NSD2 HMT inh 0 and Keap1 Nrf2 FP 1.
`CCOc1ccc(N(CC(=O)NC2CC3CCC2C3)S(=O)(=O)c2ccc(C)cc2)cc1` (centres undefined) gave Arrestin-AP2 inh 3, PvdQ acylase 10, SR-BI DiI inh -7, LANA DNA inh -0.9, PKA-R2B activ -5, Cardiac RTF inh -2, DAGLB inhibitor -4, NSD2 HMT inh 0, SR-BI uptake up 7 and Keap1 Nrf2 FP -3.
Screening CCCn1c(NC(=O)C2COc3ccccc3O2)nc2ccccc21 (centres undefined) returned Arrestin-AP2 inh 8, PvdQ acylase -5, SR-BI DiI inh 3, LANA DNA inh 0.5, PKA-R2B activ 10, Cardiac RTF inh -6, DAGLB inhibitor 0, NSD2 HMT inh 3, SR-BI uptake up -3 and Keap1 Nrf2 FP -4.
For CC(C)COP(=O)(c1ccc(N(C)C)cc1)C(O)c1ccccc1F (centres undefined) the results were Arrestin-AP2 inh 4, PvdQ acylase 4, SR-BI DiI inh -3, LANA DNA inh 0.2, PKA-R2B activ 1, Cardiac RTF inh -2, DAGLB inhibitor 0, NSD2 HMT inh -3, SR-BI uptake up 3 and Keap1 Nrf2 FP 0.
CCOC(=O)[C@@H]1[C@H]2COc3ccccc3[C@@H]2N2C(=O)N(c3ccc(C(F)(F)F)cc3)C(=O)[C@]12C was read as Arrestin-AP2 inh 25, PvdQ acylase 7, SR-BI DiI inh 9, LANA DNA inh 0.6, PKA-R2B activ 4, Cardiac RTF inh -6, DAGLB inhibitor -6, SR-BI uptake up -9 and Keap1 Nrf2 FP -2.
Cc1cccc(Cn2c(N3CCN(C)CC3)nc3c2c(=O)n(C)c(=O)n3C)c1 was read as Arrestin-AP2 inh 13, PvdQ acylase 1, SR-BI DiI inh -33, LANA DNA inh -2.4, PKA-R2B activ 14, Cardiac RTF inh -4, DAGLB inhibitor 0, NSD2 HMT inh 2, SR-BI uptake up 33 and Keap1 Nrf2 FP 5.
For CN1CCN(S(=O)(=O)c2ccc(NC(=O)Cc3cccs3)cc2)CC1 the results were Arrestin-AP2 inh -14, PvdQ acylase -14, SR-BI DiI inh -2, LANA DNA inh 1.6, PKA-R2B activ 4, Cardiac RTF inh 0, DAGLB inhibitor 1, NSD2 HMT inh 2, SR-BI uptake up 2 and Keap1 Nrf2 FP -7.
COc1cc(NC(=O)c2cc3nc(C4CC4)cc(C(F)(F)F)n3n2)c(OC)cc1Cl was read as Arrestin-AP2 inh 2, PvdQ acylase -3, SR-BI DiI inh 61, LANA DNA inh 0.5, PKA-R2B activ -7, Cardiac RTF inh 1, DAGLB inhibitor 1, NSD2 HMT inh 1, SR-BI uptake up -61 and Keap1 Nrf2 FP -6.
Cc1cc(NC(=O)/C=C/c2cccc(Cl)c2)n(-c2nc3ccccc3[nH]2)n1 was read as Arrestin-AP2 inh 6, PvdQ acylase 0, SR-BI DiI inh 59, LANA DNA inh 0.9, PKA-R2B activ 10, Cardiac RTF inh -2, DAGLB inhibitor -5, NSD2 HMT inh 0, SR-BI uptake up -59 and Keap1 Nrf2 FP -8.
COc1ccc(OC)c(C(C)NC(=O)C(C)Cc2ccccc2)c1 (centres undefined) was read as Arrestin-AP2 inh 31, PvdQ acylase 13, SR-BI DiI inh 1, LANA DNA inh 1.1, PKA-R2B activ 11, Cardiac RTF inh -8, DAGLB inhibitor -1, NSD2 HMT inh 18, SR-BI uptake up -1 and Keap1 Nrf2 FP -1.
For Cc1c(CCC(=O)NCCCCCC(=O)O)c(=O)oc2cc3occ(-c4ccccc4)c3cc12 the results were Arrestin-AP2 inh 10, PvdQ acylase -7, SR-BI DiI inh -5, LANA DNA inh 11, PKA-R2B activ 6, Cardiac RTF inh -12, DAGLB inhibitor 1, NSD2 HMT inh 15, SR-BI uptake up 5 and Keap1 Nrf2 FP 0.
`O=C1OC(c2ccccc2)(c2ccc(O)cc2)c2ccccc21` (centres undefined) gave Arrestin-AP2 inh 14, PvdQ acylase -1, SR-BI DiI inh 3, LANA DNA inh -0.5, PKA-R2B activ 2, Cardiac RTF inh -5, DAGLB inhibitor 0, NSD2 HMT inh 2, SR-BI uptake up -3 and Keap1 Nrf2 FP -1.

Screening results deposited in PubChem by several laboratories.
